# ERb SRC1 inh: blocks coactivator binding to human estrogen receptor beta. Q92731. TR-FRET ER-beta LBD / SRC1-Cy5 peptide binding; receptor agonist-loaded with 1 µM estradiol. inhibition, % at 25.6 µM. hit rate 1.3% among 86,000. AID 633;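 active = compounds whose percent inhibition of the receptor-coactivator binding signal exceeds about 50% in the single-dose screen, limit read from the data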;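 note: 0% = receptor plus peptide wells without compound and 100% = peptide-only wells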
# MT1-MMP txn act: MT1-MMP promoter transcription activation; HT1080 MT1-MMP promoter luciferase reporter, luminescence, overnight; active compounds read high; activation factor at 10 µM; hit rate 0.16% among 86,000; AID 750;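 active = activation factor of at least 2 for MT1-MMP transcription at 10 µM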
# ERa coact pot: ER-alpha (human) coactivator binding potentiation. TR-FRET ERalpha-LBD/SRC-Cy5 coactivator binding, 2 h; 100 = basal binding, no effect. coactivator binding (% of control), % at 25.6 µM. hit rate 1.3% among 86,000; in the data active = activity above about 200%;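 note: binding measured in presence of low estradiol as agonist stimulus; 0% = peptide alone without receptor and 100% = receptor with peptide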
# sEH inh: inhibitors of human soluble epoxide hydrolase | AID 707 | hit rate 0.34% among 91,000 | inhibition, % at 2 µM | recombinant human sEH enzymatic activity assay | P34913; in the data active = inhibition above about 80%; note: values of inactives mirror those of a sister screen read the other way; many of its hits are not listed in these tables
# Target sequence (P34913 whole entry, looked up): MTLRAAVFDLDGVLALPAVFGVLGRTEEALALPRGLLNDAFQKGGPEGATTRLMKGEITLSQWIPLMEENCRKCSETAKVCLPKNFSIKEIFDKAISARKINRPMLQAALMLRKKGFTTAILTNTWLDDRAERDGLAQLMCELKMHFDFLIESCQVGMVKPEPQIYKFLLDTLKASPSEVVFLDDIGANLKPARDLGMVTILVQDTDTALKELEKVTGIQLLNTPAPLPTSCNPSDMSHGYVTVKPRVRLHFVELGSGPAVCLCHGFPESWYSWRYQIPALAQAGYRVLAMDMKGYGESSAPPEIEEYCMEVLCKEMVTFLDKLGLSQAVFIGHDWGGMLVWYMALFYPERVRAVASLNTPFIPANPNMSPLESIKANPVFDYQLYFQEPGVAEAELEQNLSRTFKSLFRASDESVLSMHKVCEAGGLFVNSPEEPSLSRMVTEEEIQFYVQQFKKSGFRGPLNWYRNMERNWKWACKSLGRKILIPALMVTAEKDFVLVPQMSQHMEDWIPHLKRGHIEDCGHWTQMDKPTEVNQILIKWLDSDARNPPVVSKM
# sEH act: soluble epoxide hydrolase (human) activation | purified human sEH enzymatic activity, activator screen | activation, % at 2 µM | P34913 | hit rate 0.04% among 91,000; in the data active = activation above about 37%; note: values of inactives mirror those of a sister screen read the other way
# Candida biofilm: kills Candida albicans biofilms. C. albicans biofilm + clotrimazole, Alamar Blue. inhibition, % at 6 µM. hit rate 0.14% among 85,000;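 active = inhibition above 20%; inactive = inhibition below 20%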;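 note: preformed 24 hr biofilms exposed to compound for 48 hr; 0% = biofilm without compound and 100% = blank killed by clotrimazole plus chlorhexidine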
# CD11b adhes inh: blocks human CD11b/CD18 adhesion to fibrinogen; P05107+P11215; K562 CD11b/CD18 adhesion to fibrinogen, ATPlite luminescence; Mn2+ added to activate the integrin; inhibition, % at 10 µM; hit rate 0.54% among 93,000;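 active = primary inhibition of 50% or more at 10 µM, then 40% or more on retest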; note: some results filed as inactive read as strong as hits
# CD11b adhes enh: CD11b/CD18-fibrinogen binding enhancement. P05107+P11215. K562 CD11b/CD18 adhesion to fibrinogen, ATPlite luminescence. activation, % at 10 µM. hit rate 0.07% among 93,000;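 active = 10 µM primary screen giving 50% or more activity, confirmed by 40% or more on retest at that dose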; note: strong numbers were not always called active; reference of the scale not given here
# Smad3 FoxH1 inh: inhibitors of human Smad3 transcription factor binding | hit rate 0.29% among 88,000 | inhibition, % at 25 µM | P84022 | TR-FRET Smad3/Dy647-FoxH1 peptide binding, europium anti-His | AID 630;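 active = compounds that reduce the energy-transfer binding signal between the protein and its labelled peptide by more than half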;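 note: 0% = Smad3 plus labelled peptide maximal FRET and 100% = peptide-only background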
# Target sequence (P84022 whole entry, looked up): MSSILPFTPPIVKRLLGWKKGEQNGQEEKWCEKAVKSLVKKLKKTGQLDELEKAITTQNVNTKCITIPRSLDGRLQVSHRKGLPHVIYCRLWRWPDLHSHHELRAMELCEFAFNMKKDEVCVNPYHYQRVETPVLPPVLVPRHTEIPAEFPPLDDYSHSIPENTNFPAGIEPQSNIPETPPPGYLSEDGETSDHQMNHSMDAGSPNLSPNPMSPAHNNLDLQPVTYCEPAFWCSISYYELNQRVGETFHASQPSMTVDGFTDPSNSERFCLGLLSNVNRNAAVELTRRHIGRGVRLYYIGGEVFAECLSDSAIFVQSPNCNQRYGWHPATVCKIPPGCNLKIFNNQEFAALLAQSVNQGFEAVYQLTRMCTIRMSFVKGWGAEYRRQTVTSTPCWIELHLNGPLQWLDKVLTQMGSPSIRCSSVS
# The depositor's hits bear a star; nt = not tested or not shown; [ ] = remark or other dose. Some of the compounds tested; count on the stated rates, not on these rows.
cpd	structure	Candida biofilm	sEH inh	ERb SRC1 inh	CD11b adhes enh	ERa coact pot	Smad3 FoxH1 inh	MT1-MMP txn act	sEH act	CD11b adhes inh
1	CCOc1ccc(NC(=O)N2CCC(C(=O)c3ccc(F)cc3)CC2)cc1	6	35	12[fluorescence artefact?]	nt	94[fluorescence artefact?]	-11	1	-34	nt
2	CN(C)C(=O)CSc1nnc(Cc2ccccc2)n1Cc1ccco1	8	7	7[fluorescence artefact?]	nt	90	4	1.2	-2	nt
3	CC(C)N(Cc1nc(-c2ccccc2)no1)C(=O)c1ccc2c(c1)OCO2	12	-5	-4[fluorescence artefact?]	5	109	9	1.2	8	0
4	Cc1cc(CN2C(=O)c3ccccc3C2=O)on1	7	11	-1	-3	111	4	1.1	-9	9
5	CCCCS(=O)Cc1ccccc1 (stereo unspecified)	2	-33	-3[fluorescence artefact?]	-2	108	14	nt	30	-5
6	Cc1cc(C)c2c(n1)nn1c(C)c(CCC(=O)NCc3ccco3)c(C)nc21	6	nt	3	-2	114	-7	1.1	nt	-3
7	Cc1ccc(N=C(c2cccs2)N2CCOCC2)cc1	-4	nt	-4[fluorescence artefact?]	-1	96	3	1.3	nt	52
8	CCOC(=O)C(=O)Nc1nnc(Cc2ccc(OC)c(OC)c2)s1	-1	-7	18	nt	93	-15	1.1	12	nt
9	O=C(CCCn1c(=O)oc2ccccc21)N1CCc2ccccc2C1	4	6	-7	1	102	3	1.3	-5	-12
10	Cc1[nH]c2ccccc2c1C(=O)COC(=O)C1CCC(=O)N1 (stereo unspecified)	3	17	-8	-2	132	-1	1.2	-15	-2
11	O=C(CN1CCC(n2nnc3cc(F)ccc32)CC1)NCc1ccco1	7	5	27	0	74	2	1	-4	5
12	COc1ccc(N(CC(=O)NCCSc2ccccn2)S(C)(=O)=O)cc1Cl	8	nt	-2[fluorescence artefact?]	-3	116[fluorescence artefact?]	2	1.1	nt	-13
13	COc1cccc(C(CC(=O)NCC2CCCO2)NS(=O)(=O)c2ccc(C)cc2)c1OC (stereo unspecified)	4	-16	5	-2	110	6	0.9	15	-4
14	Cc1cccc2c(Cl)cc(=O)[nH]c12	3	-9	-3[fluorescence artefact?]	nt	104	1	1	9	nt
15	COc1cccc(CN2CCN(C(=O)c3ccco3)CC2)c1OC	1	-11	2[fluorescence artefact?]	nt	100	-7	1	11	nt
16	COc1ccc(Cl)cc1NC(=O)C1CCCO1 (stereo unspecified)	3	3	-13	-2	88[fluorescence artefact?]	-3	1.1	-2	1
17	CN(CC(=O)Nn1cnnc1)S(=O)(=O)c1cc(Cl)ccc1Cl	4	-6	-38	3	142	13[fluorescence artefact?]	1.1	10	-30
18	COc1ccc(C(=O)NNC2=NC(C)(C)Cc3cc(C)c(C)cc32)cc1	nt	-8	nt	-2	nt	nt	nt	9	-7
19	O=C1c2ccccc2NC(c2ccncc2)N1c1ccccn1 (stereo unspecified)	9	-6	-5	nt	94	-4	1.1	6	nt
20	CCN(CC)S(=O)(=O)c1ccc(-c2nnc(SC)o2)cc1	5	6	-3	-3	107	16	nt	-8	2
21	CCN(CC(=O)NC1CCS(=O)(=O)C1)C(=O)C(c1ccccc1)c1ccccc1 (stereo unspecified)	8	5	-32	2	101	2	1.2	-4	-47
22	COc1ccccc1NC(=O)CSc1nnc(C2CCCCC2)o1	3	-15	3	2	136	8	1.2	15	15
23	Cc1c(C(=O)N2CCN(C)CC2)oc2c1C(=O)CC(C)(C)C2	7	4	-3	-4	113	2	nt	-6	-20
24	O=C(COC(=O)c1ccncc1)NC(=O)C1CCCCC1	5	nt	-9	nt	100	-4	1.2	nt	nt
25	CCC(C)N1C(=O)c2ccccc2C1C(=O)NC1CCCCCC1 (stereo unspecified)	7	0	-3	4	98	0	1	-2	1

# Three compounds drawn at random from those above, as already listed:
cpd	structure	Candida biofilm	sEH inh	ERb SRC1 inh	CD11b adhes enh	ERa coact pot	Smad3 FoxH1 inh	MT1-MMP txn act	sEH act	CD11b adhes inh
5	CCCCS(=O)Cc1ccccc1 (stereo unspecified)	2	-33	-3[fluorescence artefact?]	-2	108	14	nt	30	-5
4	Cc1cc(CN2C(=O)c3ccccc3C2=O)on1	7	11	-1	-3	111	4	1.1	-9	9
3	CC(C)N(Cc1nc(-c2ccccc2)no1)C(=O)c1ccc2c(c1)OCO2	12	-5	-4[fluorescence artefact?]	5	109	9	1.2	8	0

# Next part:
cpd	structure	Candida biofilm	sEH inh	ERb SRC1 inh	CD11b adhes enh	ERa coact pot	Smad3 FoxH1 inh	MT1-MMP txn act	sEH act	CD11b adhes inh
26	O=C(CN1CCc2ccccc21)Nc1ccc2c(c1)OCO2	2	16	8[fluorescence artefact?]	62	135	7[fluorescence artefact?]	1.5	-16	-7
27	CCOC(=O)C(C)Sc1nnc(Cc2cc(=O)[nH]c(=O)[nH]2)n1-c1cccc(OC)c1 (stereo unspecified)	-3	4	-6	0	104	-15	1.1	-3	3
28	COc1cccc(/C(C)=N/NC(=O)c2ccc(N(C)C)cc2)c1	nt	-4	nt	-3	nt	nt	nt	7	5
29	N=C1C(c2nc3ccccc3c(=O)[nH]2)=C(O)CN1CCO	-4	0	-1	-2	127	-4	1.2	-1	-6
30	CCCNC(=O)CC(NS(=O)(=O)c1ccc(Cl)cc1)c1ccco1 (stereo unspecified)	0	-6	-5	nt	98	0	1	4	nt
31	CCOc1ccc(Br)cc1/C=N/NC(=O)c1ccncc1	nt	11	nt	0	nt	nt	nt	-9	-44
32	O=C(Nc1cccc2c1CCCC2)c1ccncc1	6	0	-1	nt	112	-13	1.1	2	nt
33	O=C(CSc1nnc(-c2ccc(F)cc2)o1)Nc1ccccc1N1CCOCC1	12	2	-2	nt	111[fluorescence artefact?]	11	1.3	4	nt
34	Cc1ccc(OCCn2cc(Br)c(=O)[nH]c2=O)cc1	1	-5	3	0	88	6	1.1	4	-12
35	CCN(CC)CCNC(=O)CCc1nn(C)c(=O)c2ccccc12	6	4	-2[fluorescence artefact?]	-2	135	2	1.1	-7	-14
36	COc1ccc(-c2nc3n(n2)C(c2ccncc2)C(C(N)=O)=C(C)N3)cc1 (stereo unspecified)	8	-23	-14[fluorescence artefact?]	-2	108	-1	1.3	20	17
37	CC(C)(O)c1nnn(-c2ccccc2)c1C(F)(F)F	9	-6	14	0	117	-8	1.1	3	-2
38	Brc1[nH]nc2ccccc12	4	-7	-3	nt	109	2	1.2	9	nt
39	COC(=O)Cc1c(C)nc2nc(NCc3cccc([N+](=O)[O-])c3)[nH]n2c1=O	-3	1	16	1	106	3	1.1	1	1
40	CCCc1[nH]nc2c1C1(C(=O)N(C(C)C)c3ccccc31)C(C#N)=C(N)O2 (stereo unspecified)	10	3	1	0	118	10[fluorescence artefact?]	1.1	-5	-28
41	Cc1c(Cl)cccc1-n1c(SCC(=O)NCc2ccccc2Cl)nnc1-c1ccncc1	5	63	-14	nt	95	-1	1.1	-63	nt
42	CCCN(CCC)C(=O)CC(c1ccc(F)cc1)c1ccco1 (stereo unspecified)	6	5	-7	2	88	3	1.1	-4	0
43	CC(=O)Oc1ccccc1N1C(=O)c2ccc(C(=O)O)cc2C1=O	1	-17	11[fluorescence artefact?]	1	110	0	1.2	15	-21
44	CCOC(=O)c1[nH]c(C)c(C(=O)OCC(=O)N(CC)C2CCS(=O)(=O)C2)c1C (stereo unspecified)	-5	-1	-3	5	103	6	1.2	-1	14
45	CCC(CC)NC(=O)c1cc2c(C)nn(Cc3ccccc3Cl)c2s1	nt	-11	nt	1	nt	nt	nt	10	-10
46	Cc1ccc(CN2CCCNC2=O)cc1	4	-9	4	0	122	3	1.1	11	-6
47	CN1CCN(S(=O)(=O)c2ccc(=O)[nH]c2)CC1	6	10	-14	-2	108	-5	1.1	-11	-21
48	Cc1nn(Cc2ccc(Cl)c(Cl)c2)c(C)c1NC(=O)c1cc(-c2ccco2)on1	7	nt	8	nt	94[fluorescence artefact?]	10	1.1	nt	nt
49	O=C1c2oc3ccccc3c(=O)c2C(c2cccc(Br)c2)N1Cc1ccco1 (stereo unspecified)	9	-3	7	60*	109	6	0.9	1	-3
50	Cc1ccc(/C=N/N2C(=O)C3C(C2=O)C2C=CC3C23CC3)o1 (stereo unspecified)	nt	4	nt	-1	nt	nt	nt	-1	-53

# Along the list, from the results shown.
# Nos. 28 to 33 in Candida biofilm read nt, -4, 0, nt, 6, 12

# An excerpt from above in order of the sEH inh value, highest first:
no. | Compound | sEH inh | ERb SRC1 inh | CD11b adhes enh | ERa coact pot | Smad3 FoxH1 inh | MT1-MMP txn act | sEH act | CD11b adhes inh
34 | Cc1ccc(OCCn2cc(Br)c(=O)[nH]c2=O)cc1 | -5 | 3 | 0 | 88 | 6 | 1.1 | 4 | -12
37 | CC(C)(O)c1nnn(-c2ccccc2)c1C(F)(F)F | -6 | 14 | 0 | 117 | -8 | 1.1 | 3 | -2
43 | CC(=O)Oc1ccccc1N1C(=O)c2ccc(C(=O)O)cc2C1=O | -17 | 11[fluorescence artefact?] | 1 | 110 | 0 | 1.2 | 15 | -21

# The main list resumes; the five compounds before the break are reprinted first.
cpd	structure	Candida biofilm	sEH inh	ERb SRC1 inh	CD11b adhes enh	ERa coact pot	Smad3 FoxH1 inh	MT1-MMP txn act	sEH act	CD11b adhes inh
46	Cc1ccc(CN2CCCNC2=O)cc1	4	-9	4	0	122	3	1.1	11	-6
47	CN1CCN(S(=O)(=O)c2ccc(=O)[nH]c2)CC1	6	10	-14	-2	108	-5	1.1	-11	-21
48	Cc1nn(Cc2ccc(Cl)c(Cl)c2)c(C)c1NC(=O)c1cc(-c2ccco2)on1	7	nt	8	nt	94[fluorescence artefact?]	10	1.1	nt	nt
49	O=C1c2oc3ccccc3c(=O)c2C(c2cccc(Br)c2)N1Cc1ccco1 (stereo unspecified)	9	-3	7	60*	109	6	0.9	1	-3
50	Cc1ccc(/C=N/N2C(=O)C3C(C2=O)C2C=CC3C23CC3)o1 (stereo unspecified)	nt	4	nt	-1	nt	nt	nt	-1	-53
51	CCCOC(=O)NC(CC)COC(=O)Nc1cc(C)ccc1C (stereo unspecified)	nt	-15	nt	-1	nt	nt	1.2	18	-18
52	Cc1cccc(NC(=O)c2sc(NC(=O)c3ccco3)c(C#N)c2C)c1C	nt	-3	nt	1	nt	nt	nt	3	0
53	CCS(=O)(=O)c1ccc(S(=O)(=O)CC)s1	-1	0	-9	0	120	6	1	-1	-47
54	CC(=O)c1cccc(NC(=O)N2CCCC2C(=O)NCc2ccc(F)cc2)c1 (stereo unspecified)	2	-7	-17	-9	96	3	1.1	8	-1
55	COc1ccc(C)cc1S(=O)(=O)N1CCCC(C(=O)NCC2CCCO2)C1 (stereo unspecified)	-2	-4	-8	0	120	3	1.2	1	-6
56	CCc1nc2ccccc2c(=O)n1CCCCn1c(CC)nc2ccccc2c1=O	6	nt	-6	nt	114	4	1.1	nt	nt
